# Assay outcomes (PubChem)
# FXIa inh: human FXIa protease inhibitors, primary screen, biochemical, 1536-well; Coagulation factor XI (Homo sapiens), P03951; purified FXIa, Boc-Glu-Ala-Arg-AMC fluorogenic substrate; inhibition, % at 5 µM; 220,000 compounds, 0.14% hits; AID 798, 2007;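 active means inhibition of at least 40%; inactive means inhibition below 40%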;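 further: fluorescence of freed AMC excited at 355 nm; 0% = enzyme without compound and 100% = no enzyme blank; many of its hits are not listed in these tables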
# L929 necroptosis: inhibitors of zVAD-triggered necroptosis, primary screen, L929 cells; L929 zVAD necroptosis rescue, ATP luminescence, 24 h; with zVAD 60 µM; 220,000 compounds, 0.38% hits; viability rescue, % at 10 µM;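 active means activation, scaled between plate controls, above about 75%, limit read from the data; inactive means activation under that limit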;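 further: 0% = zVAD with DMSO and 100% = DMSO alone without zVAD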
# TbHK1 inh: Trypanosoma brucei hexokinase 1 inhibitors, primary screen, biochemical, G6PDH-coupled NADH absorbance, MLSCN library. hexokinase 1 [Trypanosoma brucei]. recombinant TbHK1, G6PDH-coupled NADH A340. inhibition, % at 10 µM. 220,000 compounds, 0.11% hits. AID 1430, 2008;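 active means inhibition of 50% or more in the single-dose primary screen; inactive means inhibition below 50%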
# PPC-1+TRAIL kill: compounds killing PPC-1 cancer cells with TRAIL present, primary screen, TRAIL potentiator project, ATPLite luminescence, uHTS | 220,000 compounds, 0.41% hits | cell killing (% activity), % at 4 µM | PPC-1 cells + TRAIL, ATPLite viability luminescence;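 active means cell killing above 50% in the first pass at 4 µM, then a duplicate retest at 5 µM averaging 50% or more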;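 further: plate controls were cells with TRAIL plus DMSO for no effect and medium-only wells lacking cells for full effect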
# CHOP inhibitor: inhibitors of CHOP promoter induction, primary screen, cell-based, unfolded protein response, luciferase reporter. CHO-K1 CHOP-promoter luciferase, tunicamycin-induced, 15-18 h. 220,000 compounds, 3.8% hits. inhibition, % at 10 µM;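 active means compounds that reduced the stress-induced luciferase reporter signal by more than about 70% of percent inhibition, limit read from the data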;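 further: 0% = tunicamycin plus vehicle and 100% = wells without tunicamycin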
# FXIIa inh: human FXIIa protease inhibitors, primary screen, biochemical, 1536-well. inhibition, % at 5 µM. purified FXIIa, Boc-QGR-AMC fluorogenic substrate, 2 h. 220,000 compounds, 0.3% hits; in the data active means inhibition above about 40%;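 further: 0% = enzyme with no compound and 100% = blank without enzyme; many of its hits are not listed in these tables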
# Target sequence (P00748 20-372 limits assumed): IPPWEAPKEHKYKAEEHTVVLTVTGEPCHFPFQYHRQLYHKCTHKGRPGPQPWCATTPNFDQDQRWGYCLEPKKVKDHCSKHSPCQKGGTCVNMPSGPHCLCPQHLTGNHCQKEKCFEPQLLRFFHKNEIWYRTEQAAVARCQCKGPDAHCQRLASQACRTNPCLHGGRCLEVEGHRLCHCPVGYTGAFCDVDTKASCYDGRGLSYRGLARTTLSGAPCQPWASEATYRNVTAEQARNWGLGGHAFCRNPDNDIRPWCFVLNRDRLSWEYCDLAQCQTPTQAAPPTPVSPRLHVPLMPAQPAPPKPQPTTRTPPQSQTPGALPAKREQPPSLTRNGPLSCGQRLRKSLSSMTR
# Target sequence (P00748 373-615 limits assumed): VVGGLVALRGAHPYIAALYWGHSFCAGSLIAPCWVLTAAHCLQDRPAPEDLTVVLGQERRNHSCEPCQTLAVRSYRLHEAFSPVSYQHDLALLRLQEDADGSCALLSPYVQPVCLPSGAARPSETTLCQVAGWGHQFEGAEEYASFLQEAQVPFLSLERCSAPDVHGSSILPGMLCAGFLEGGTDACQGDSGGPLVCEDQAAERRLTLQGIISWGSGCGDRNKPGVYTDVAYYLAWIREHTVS
# Wee1 stabilizer: Wee1 degradation inhibitors, primary screen, cell-based, HeLa, Wee1K328M-luciferase, luminescence. AID 1321, 2008. reporter increase, % at 5 µM. 220,000 compounds, 1.2% hits. Wee1-like protein kinase (Homo sapiens), P30291. HeLa Luc-Wee1K328M stability; 100% = proteasome inhibitor MG132 effect;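 active means activation above the mean of all tested compounds plus 3 SD, set per screening run, cut at about 8.8% in these data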;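 further: cells exposed to compound for 20 h before luminescence read; 0% = DMSO alone and 100% = MG132 at 30 µM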
# EP2 antag: human EP2 receptor antagonists, primary screen, TR-FRET cAMP, C6 glioma cells; Prostaglandin E2 receptor EP2 subtype (Homo sapiens), P43116; C6 glioma cells expressing human EP2; cells stimulated with saturating PGE2; inhibition, % at 25 µM; 260,000 compounds, 0.52% hits;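 active means percent inhibition above 40 after rounding to a whole number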;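 further: rat C6 glioma host cells with rolipram phosphodiesterase inhibitor present; the protocol text gives 20 µM as final concentration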
# Target sequence (P43116 whole entry, looked up): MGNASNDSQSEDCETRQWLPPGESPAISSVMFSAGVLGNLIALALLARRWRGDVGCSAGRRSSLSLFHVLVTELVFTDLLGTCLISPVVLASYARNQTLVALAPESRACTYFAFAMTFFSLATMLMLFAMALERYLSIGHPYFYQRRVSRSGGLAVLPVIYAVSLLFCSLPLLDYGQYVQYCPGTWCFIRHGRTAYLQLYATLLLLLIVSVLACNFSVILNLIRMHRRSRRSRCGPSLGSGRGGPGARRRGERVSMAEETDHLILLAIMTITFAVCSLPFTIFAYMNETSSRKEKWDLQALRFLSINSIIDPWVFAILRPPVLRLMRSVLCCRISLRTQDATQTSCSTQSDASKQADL
# TNF death inh: inhibitors of TNF-alpha triggered necroptosis, primary screen, cell-based, Jurkat FADD-/-, single concentration. AID 463075, 2010. 220,000 compounds, 0.068% hits. activation (protection from cell death), % at 10 µM. Jurkat FADD-/- TNF necroptosis rescue, ATP luminescence, 24 h; 0 = TNF only, 100 = no-TNF cells;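 active means activation, meaning protection from cell death, of at least 50% relative to plate controls; inactive means activation below 50%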;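 further: necroptosis triggered by 40 ng/mL TNF-alpha added together with compound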
# Numbers without * were called inactive; . = no result given; & = joins results of further samples. These rows are one share of the data; the hit share may differ from the screen's.
SMILES,FXIa inh,L929 necroptosis,TbHK1 inh,PPC-1+TRAIL kill,CHOP inhibitor,FXIIa inh,Wee1 stabilizer,EP2 antag,TNF death inh
COc1ccc(-n2c(SCC(=O)Nc3cc(C)on3)nc3c(c2=O)SCC3)cc1,12,-0.1,-13,-7,-2,18,3,14,-0.3
CCOc1ccc(C(=O)C[n+]2ccccc2C)cc1,5,-1.0,-1,34,0,9,-2,8,0.4
COc1ccc(NC(=O)CSc2nncn2C)c([N+](=O)[O-])c1,7,-0.2,-1,9,4,28,1,5,-0.9
COC(=O)CCCC1=CC2=C(c3ccccc3)C(=O)C(C)(OC(=O)C3CCCC3)C(=O)C2=CN1C(CO)CO (stereo unspecified),2,-0.4,-10,5,-3,9,.,15,1.4
CC(C)NC(=O)C1CC=CCC1C(=O)O (stereo unspecified),8,0.0,3,25,8,7,1,2,2.1
CN(C)c1nc(N)nc(Cn2ccnc2)n1,8,0.0,3,-8,-17,6,-2,8,-1.3
CCCc1nc2c(C)cc(C)cc2c(N)c1CC,-2,-0.2,-10,-1,15,17,0,12,-2.6
CC(C)(C)c1ccc(OCCON2C(=O)CCC2=O)c(Cl)c1,-6,-0.1,-4,0,26,-5,0,4,1.2
COCCn1c(SCc2nc3ccccc3s2)nc2ccccc21,-12,-0.1,31,-12,3,-4,2,12,0.7
Cc1ccc(C)c(NC(=O)CSc2nnc(-c3ccccc3)o2)c1,-2,0.6,0,15,28,9,5,6,-0.4
COc1ccc([C@@H]2[C@@H](C(=O)C(C)(C)C)N3N=Cc4ccccc4[C@@H]3C23C(=O)OC(C)(C)OC3=O)cc1OC,8,-0.2,-9,15,-5,6,4,7,1.5
CCOC(=O)N1CCN(C(=O)c2cccc(NC(=O)c3ccco3)c2)CC1,-2,0.3,-4,-5,1,16,0,10,-1.1
CCSc1nc2sc3c(c2c(=O)[nH]1)CCCC3,1,1.1,-7,8,-7,14,1,9,0.0
CCn1nccc1C(=O)NC1=C(C#N)CCC1,-10,-0.1,-9,-2,1,-6,5,5,-3.6
CNC(=O)CSCc1cnn(-c2ccccc2)c1-n1cccc1,17,-0.4,-7,13,10,18,0,4,-1.7
O=C(Nc1ccc2c(c1)OCO2)C(c1ccccc1)N1CCN(C(=O)c2ccco2)CC1 (stereo unspecified),-6,-0.4,0,32,22,-2,-2,5,1.5
COc1ccc(-c2[nH]ncc2/C=N/NC(=O)c2cccc([N+](=O)[O-])c2)cc1OC,-5,63,-16,5,17,3,-4,18,2.4
COC(=O)c1nc(NC(C)=O)n[nH]1,0,0.6,-10,2,-3,48*,-1,8&13,0.3
CC1(C)Cc2ccccc2-c2nc(NCCCO)n(-c3ccccc3)c(=O)c21,3,-0.3,-13,9,2,6,6,6,-0.1
O=C(Nc1ccc(O)cc1)/C(=C\c1ccncc1)NC(=O)c1ccccc1,19,0.8,-4,17,5,6,-1,23&8,-0.3
Cc1ccc(OCc2ccc(C(=O)Nc3ccc(C(N)=O)cc3)o2)c([N+](=O)[O-])c1,-2,-0.9,-6,25,18,10,-3,10,0.3
O=C(CP(=O)(c1ccccc1)c1ccccc1)Nc1nc2ccc(Cl)cc2s1,-5,1.5,-8,22,18,1,2,8,3.4
CCOc1ccc(N(CC(=O)NCC2CCCO2)S(=O)(=O)c2ccc(SC)cc2)cc1 (stereo unspecified),-19,-0.6,-7,-3,16,14,-1,5,-1.2
COc1ccccc1/C=C/C1(C(=O)NC2CCCC2)CC(=O)N1c1ccccc1 (stereo unspecified),-5,-1.2,-6,5,23,2,-2,4,-13
CC(C)C1CCC(C(=O)N[C@H](Cc2ccccc2)C(=O)O)CC1 (stereo partly specified),.,.,.,-2,-6,.,-4,15,.
SMILES,FXIa inh,L929 necroptosis,TbHK1 inh,PPC-1+TRAIL kill,CHOP inhibitor,FXIIa inh,Wee1 stabilizer,EP2 antag,TNF death inh
S=c1[nH]nc(CNc2ccc(Cl)cc2)n1Cc1ccccc1,-1,-1.0,7,9,39,6,-3,11,-1.5
CCOC(=O)c1sc(N(Cc2ccccc2)C(=O)COC(=O)c2cnccn2)nc1C,-1,19,-1,-10,33,11,0,6,4.5
O=[N+]([O-])c1cccc2c3c([nH]c12)CCCC3,2,1.6,-4,10,27,8,-3,7,2.1
Cc1ccc(OCCOC(=O)c2nc3nccc(C)n3n2)cc1,-4,-0.1,-2,7,-5,3,-1,6,0.9
O=C(CSCc1ccc(F)cc1)NC1CCCC1,4,-0.1,4,-4,20,-3,0,8,20
CN(C)c1ccc(-c2noc(C3CCN(S(=O)(=O)c4cccc(C(=O)O)c4)CC3)n2)cc1,2,-0.1,-13,29,-11,13,0,16,-0.2
CCC(CC)NC(=O)Nc1cccc(C)c1C,-1,0.5,-4,-30,0,7,5,7,0.8
COc1ccc(CNC(=O)OCCN2CCN(S(=O)(=O)c3ccc(C)cc3)CCC2=O)cc1,21,-1.8,7,7,9,8,1,15,0.9
CC1CC(C)CN(CCOc2cccc(Cl)c2Cl)C1 (stereo unspecified),14,-0.6,20,19,73*,13,-3,11,3.3
Cc1ccc(NC(=O)C(NC2CCCC2)c2ccccc2)cc1Cl (stereo unspecified),2,0.3,1,-18,10,9,0,8,3.3
O=S(=O)(NC1CC2CCC1C2)c1ccc(Br)s1 (stereo unspecified),14,0.6,0,16,22,11,-2,13,3.7
C/C(=N\NC(=O)C(=O)Nc1c(C)n(C)n(-c2ccccc2)c1=O)c1ccncc1,-5,0.7,-9,-16,1,0,2,16,2.0
COc1ccccc1N1CCN(C(=O)CSc2nc(C)c(C)c(=O)[nH]2)CC1,1,0.3,-2,22,22,2,-2,5,0.4
C=CCc1ccccc1OCCNCc1ccccc1,-6,0.2,5,4,14,3,-1,4,1.8
CC1CN(c2nc(-c3ccccc3)nc3ccccc23)CC(C)O1 (stereo unspecified),7,0.8,-8,-10,82*,14,3,1,0.1
CCSc1nc2c(c(=O)[nH]c(=O)n2C)n1CC(O)COc1ccccc1C (stereo unspecified),-3,0.2,5,-2,23,7,1,10,-3.0
COc1cccc(/C=N/n2c(-c3cc(C)[nH]n3)n[nH]c2=S)c1,2,0.6,-7,-2,11,9,-2,6,-0.1
O=C1C=C(N2CCN(C3=CC(=O)CCC3)CC2)CCC1,6,-0.1,-13,6,8,4,1,.,-0.3
CC1Cc2ccccc2N1C(=O)CSc1nc2cc3c(cc2cc1C#N)OCO3 (stereo unspecified),-2,-0.2,-1,23,31,14,2,14,-1.8
CCCn1nnnc1NCc1ccccc1OCc1ccc(F)cc1,0,-0.3,-2,21,-16,19,-2,1,-1.1
Cc1cnccc1CNC(=O)CC1C(=O)NCCN1CC(C)(C)C (stereo unspecified),-1,14,-6,18,11,15,-3,12,-1.1
CC(=O)c1c(C)oc2ccc(N(C(C)=O)S(=O)(=O)c3cccc([N+](=O)[O-])c3)cc12,-2,1.8,-1,8,25,-2,-2,8,-0.1
CCOC(=O)C1CCN(c2c(C(=O)c3ccccc3)cnc3ccc(CC)cc23)CC1,-3,-0.3,-1,8,69,3,-1,5,1.9
CN(C)CCCN(C(=O)c1cc2ccccc2oc1=O)c1nc2ccc(F)cc2s1,-5,0.3,-22,7,-7,9,1,11,5.9
COc1cccc(OC)c1C(=O)OCC(=O)NCC(C)C,0,0.4,13,16,-20,5,0,2,-0.1

# Profiles as entered above.
# COc1cccc(/C=N/n2c(-c3cc(C)[nH]n3)n[nH]c2=S)c1 reads FXIa inh = 2; L929 necroptosis = 0.6; TbHK1 inh = -7; PPC-1+TRAIL kill = -2; CHOP inhibitor = 11; FXIIa inh = 9; Wee1 stabilizer = -2; EP2 antag = 6; TNF death inh = -0.1
# CCC(CC)NC(=O)Nc1cccc(C)c1C reads FXIa inh = -1; L929 necroptosis = 0.5; TbHK1 inh = -4; PPC-1+TRAIL kill = -30; CHOP inhibitor = 0; FXIIa inh = 7; Wee1 stabilizer = 5; EP2 antag = 7; TNF death inh = 0.8

# Going on with the list.
SMILES,FXIa inh,L929 necroptosis,TbHK1 inh,PPC-1+TRAIL kill,CHOP inhibitor,FXIIa inh,Wee1 stabilizer,EP2 antag,TNF death inh
CCCOC(=O)c1ccc(OCC(O)CN2C(=O)NC(C)(C)C2=O)cc1 (stereo unspecified),-1,0.9,8,8,63,-11,0,6,-0.3
O=C(CNS(=O)(=O)c1ccc(Br)s1)N1CCN(C(=O)c2ccco2)CC1,-3,0.9,-2,5,7,17,-1,11,2.9
Cc1oc(-c2cccc(Cl)c2)nc1CN1CCC(C(=O)NCCCN2CCCC2=O)CC1,5,-0.1,-7,-6,32,9,-1,3,-0.8
O=C(O)c1c(Cl)nc2ccccn12,-1,1.0,0,-7,6,9,2,4,-0.5
COc1cc(S(=O)(=O)n2cnc(C)c2)ccc1Br,-2,0.1,1,18,4,10,0,7,0.0
CCCCCCc1ccc(-c2ncc(N)cn2)cc1,-15,-0.1,2,19,.,-12,-2,23,-4.5
CCOC(=O)C(CC)n1nc(C)n2c(cc3occc32)c1=O (stereo unspecified),6,-0.5,-8,22,24,14,1,6,-1.0
Cc1ccc(NC(=O)COC(=O)c2cccnc2)cc1,-4,12,-4,-9,2,8,-2,17,-0.7
CC1CCc2ccccc2N1C(=N)N(C)C (stereo unspecified),-4,-0.4,2,32,3,-5,2,11,0.4
CCOC(=O)C1(Cc2ccccc2C)CCCN(C(=O)CCc2cccnc2)C1 (stereo unspecified),-2,-0.7,1,6,-6,7,2,6,-0.6
Cc1ccccc1C(=O)NC1CCSC1=O (stereo unspecified),50*,-0.2,3,0,4,23,1,3,0.0
Cc1ccc(/C=N/NC(=O)Cn2cnc3ccccc32)cc1,-2,4.4,4,9,-19,3,0,5,-3.8
CN(C)c1cc(Nc2cccc(O)c2)c([N+](=O)[O-])c2nonc12,-3,-0.2,-30,3,20,3,-1,7,0.3
O=C(Nc1nc(-c2ccccc2)cs1)c1ccc2c(=O)n3c(nc2c1)CCCCC3,-1,0.1,-18,-30,28,6,-3,8,-2.9
Cc1cc(C)n(-c2ccc(C(=O)Nc3ccc4c(c3)OCCO4)cc2)n1,-4,0.1,-5,14,32,-7,6,3,-1.0
O=C(Oc1cc(Cl)ccc1Cl)c1ccc(N2CCOCC2)c([N+](=O)[O-])c1,1,1.0,-6,31,21,3,2,13,2.0
Cc1c(C(=O)NCc2cccnc2)oc2ccccc12,3,0.4,7,8,-26,5,1,1,-3.0
O=C(NCCN1C(=O)S/C(=C/c2cccnc2)C1=O)C1CC(=O)N(Cc2ccccc2)C1 (stereo unspecified),-5,0.2,-26,18,15,13,1,5,1.6
C[C@H](Nc1ncnc2sc3c(c12)CCC3)C(=O)O,1,-0.1,-3,-16,-7,11,1,.,-0.7
CCc1cc2c(-n3nc(C)cc3C)ncnc2s1,6,-0.1,1,4,8,10,-1,8,-2.4
CCOc1ccc(NC(=O)N2CCN(c3nc4ccccc4s3)CC2)cc1,4,0.3,-1,13,40,-3,1,.,-7.6
CC1(C)CC(=O)C(C=Nc2ccc3cn[nH]c3c2)=C(O)C1,-8,-0.6,-14,3,47,-4,2,10,-2.5
O=C(Nc1ccccc1)Nc1ccc(C(=O)N2CCOCC2)cc1,-8,0.0,2,43,-25,-5,3,5,-5.3
CC(=O)c1cc2c(cc1NC(=O)c1cccc(S(=O)(=O)N3CCN(C)CC3)c1)OCO2,-3,3.5,-7,-4,13,.,-3,14,0.6
